Compound activity from PubChem BioAssay.
aSyn yeast inh – alpha-synuclein toxicity inhibition in yeast. Potency, µM (doses to about 46.1 µM), inactives show at the highest dose growth rescue (activation), most hits filed as activators. actives 0.14% (n = 370,000). Yeast expressing alpha-synuclein, growth rescue, BacTiter-Glo, 24 h. AID 652106; further: potency means the concentration at half of the fitted maximal effect; % of control where 0% means no effect; nearly all actives have a fitted effect of over 65% in size
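Readout is rescue of growth in alpha-synuclein-expressing yeast, so inhibitors of toxicity appear as activators. Growth after 24 hr at 30 deg C in galactose medium is quantified by luminescence.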
EPAC2 ag – activates human EPAC2 exchange factor | Potency, µM (series often up to 154 µM), inactives show top-dose activation, actives largely listed as activators | actives 0.079% (n = 360,000) | EPAC2 activation, biochemical qHTS; response scale: 100% = 6.5 mM cAMP response | AID 720711; further: potency means the concentration at half of the fitted maximal effect; nearly all actives have a fitted effect of over 50% in size
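In this primary screen, activation is scored as increased exchange of BODIPY-GDP from Rap1B by 100 nM EPAC2, with 50 uM GDP as competitor. Signal is normalized to the 6.5 mM cAMP agonist control.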
DRD3 agonist – agonists of human D3 dopamine receptor | max activation, % | actives 0.58% (n = 410,000) | D3R DiscoveRx beta-arrestin cells, luminescence, 90 min; in the data active means max activation above about 30%; further: 0% is about no effect; mostly tested at two doses, the higher about 12 µM
Target sequence (P35462 whole entry, looked up): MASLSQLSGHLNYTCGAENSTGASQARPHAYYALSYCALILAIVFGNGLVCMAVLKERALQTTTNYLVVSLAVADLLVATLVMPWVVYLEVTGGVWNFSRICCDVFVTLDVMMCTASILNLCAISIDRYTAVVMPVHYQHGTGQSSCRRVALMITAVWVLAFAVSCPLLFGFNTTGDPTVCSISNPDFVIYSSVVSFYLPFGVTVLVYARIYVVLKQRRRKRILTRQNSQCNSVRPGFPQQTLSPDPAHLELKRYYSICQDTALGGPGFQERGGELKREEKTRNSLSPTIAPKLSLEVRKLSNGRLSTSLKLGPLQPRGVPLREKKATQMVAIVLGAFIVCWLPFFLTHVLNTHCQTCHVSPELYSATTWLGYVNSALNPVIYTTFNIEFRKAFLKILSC
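Agonist mode: compounds and dopamine controls were applied to plated cells for 90 min at 37 degrees C after an overnight attachment at 1500 cells/well. Luminescent read-out followed 30 - 60 minutes at room temperature with DiscoveRx detection reagent.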
D3 antag – D3 dopamine receptor (human) antagonism | max response, negative = inhibition, % | actives 2.5% (n = 360,000) | D3R cells, DiscoveRx beta-arrestin luminescence, antagonist mode; active compounds read low | AID 652054 | P35462; in the data active means max response below about -50%; inconclusive means no clear call, values can overlap the other calls; further: on the % scale 0 is the no-effect control and ±100 the full control effect; mostly tested at two doses, the higher about 12 µM
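Cells plated overnight at 1500 cells/well, then exposed to library compounds with dopamine controls for 90 minutes at 37 degrees C. DiscoveRx reagent added for 30–60 minutes at room temperature; luminescence read, quantitative HTS format.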
TDP43 rescue – inhibitors of TDP-43 toxicity in yeast; TDP-43 expressing yeast growth rescue, BacTiter-Glo, 24 h; Potency, µM (top dose mostly 46.1 µM), without a hit: at the highest dose growth rescue (activation), usual class: activators; actives 1.8% (n = 410,000); AID 652104; further: potency means the concentration at half of the fitted maximal effect; % of control where 0% means no effect; nearly all actives have a fitted effect of over 50% in size
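Cell-based yeast growth screen: TDP-43 expression induced in galactose, inoculum OD600=0.02 after raffinose pregrowth to mid-log. Read-out BacTiter-Glo luminescence at 24 hr, 30 deg C; inhibition of toxicity seen as signal increase.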
Abeta yeast res – restores growth of yeast expressing A-beta42 peptide; yeast expressing A-beta42, growth rescue, OD600, 48 h; response scale: 0% DMSO, 100% iron-clioquinol control; Potency, µM (highest dose often 46.1 µM), inactives show at the top dose growth rescue, actives largely listed as activators; actives 0.063% (n = 410,000); AID 1347071; further: potency means the concentration at half of the fitted maximal effect; nearly all actives have a fitted effect of over 55% in size
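Yeast growth medium received pinned compounds, then yeast cells expressing toxic A-beta were added; plates incubated at 30 C for 48 hr. Growth read as absorbance at 600 nm, normalized to DMSO and equimolar FeCl3 plus clioquinol controls.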
EPAC2 antagonist – EPAC2 (human) antagonism; Q8WZA2; EPAC2 GEF exchange of Rap1B-BODIPY-GDP, fluorescence; Potency, µM (highest dose often 114 µM), for inactives: top-dose activity, negative = inhibition, hits mostly inhibitors; actives 0.18% (n = 360,000); further: potency means the concentration at half of the fitted maximal effect; on the % scale 0 is the no-effect control and ±100 the full control effect; nearly all actives have a fitted effect of over 45% in size; many of its hits are not listed in these tables
FUS yeast rescue – FUS proteinopathy suppression in yeast | S. cerevisiae FUS-expressing, growth rescue, OD600, 24 h | Potency, µM (titrated, usually from 76.6 µM), inactives show at the highest dose growth rescue (activation), hits mostly activators | actives 0.24% (n = 390,000);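 further: potency means the concentration at half of the fitted maximal effect; plate controls were DMSO vehicle for no effect and reference control for full effect; nearly all actives have a fitted effect of over 55% in size; some results filed as inactive show a strong effect at the top dose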
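Quantitative HTS measuring growth restoration of FUS-toxic yeast. Galactose-induced cells (OD 0.005) were exposed 24hr at 30C to compounds at several concentrations, then absorbance at 600 nm was recorded.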
* marks the source's active call; other numbers are inactive results; ? = inconclusive; . = not tested or not shown; [ ] = dose if it differs, or a comment. Unless noted, the call rests on the fitted dose curve; in most records, active means well fitted curve in the direction sought with a large enough effect; inconclusive means small, poorly fitted or top-dose-only effect, or another doubt; inactive means no such curve, though single readings can be large; an effect the other way counts as inactive or inconclusive. An excerpt. The share of hits here may be higher or lower than overall.

entry	Molecule	aSyn yeast inh	EPAC2 ag	DRD3 agonist	D3 antag	TDP43 rescue	Abeta yeast res	EPAC2 antagonist	FUS yeast rescue
1	Cc1ccc(-c2cc(C(=O)N3CCOCC3)no2)cc1	-6%	7%	-6	0	24%	-20%	-6%	-4%
2	O=C(NCc1cccnc1)Nc1cccc([N+](=O)[O-])c1	0%	1%	-4	-11	7%	-2%	1%	8%
3	COc1ccc(C(C)=O)cc1CN1C(=O)NC2(CCCCCC2)C1=O	.	7%	0	4	-3%	-3%	19%	24%
4	CCC1CCC2(CC1)NC(=O)N(CC(=O)Nc1cccc(S(=O)(=O)N(C)c3ccccc3)c1)C2=O (stereo unspecified)	1%	1%	-1	-13	-8%	-22%	-15%	13%
5	Cc1cc(C(=O)N2CCN(c3ccccn3)CC2)no1	-2%	5%	-12	7	-23%	-3%	10%	29%
6	CSc1nc2ccc(NC(=O)c3ccc(Cl)s3)cc2s1	-4%	-2%	-4	3	?	7%	-3%	-15%
7	CNC(=O)c1c(NC(=O)Cc2coc3ccc(C)cc23)sc2c1CCCC2	.	.	-4	.	13%	11%	.	?
8	COc1ccccc1NS(=O)(=O)c1ccc(N/N=C/c2c(C)nn(-c3ccccc3)c2N2CCCC2)c([N+](=O)[O-])c1	0%	3%	-8	?	-27%	-21%	0%	35%
9	COc1ccc(OC)c(CNC(=O)CN2C(=O)CCn3nc(-c4cn(C)c5ccccc45)cc32)c1	.	.	-12	.	30%	4%	.	?
10	Nc1nc(-c2ccc(Br)cc2)c(S(=O)(=O)c2ccccc2)s1	1%	-4%	5	-3	2%	-6%	?	.
11	Cc1ccccc1N1CCN(C(=O)C2CCCCC2)CC1	-15%	8%	-14	-17	-9%	-2%[9.22 µM]	-5%	-13%
12	Cc1cc(-c2ccccc2)nc(N/N=C/c2ccc(N(C)C)cc2)n1	-12%	18%	-2	-1	14%	26%	-9%	10%
13	CCc1ccc(NC(=O)CCN2C(=O)c3cccnc3C2=O)cc1	2%	2%	6	6	-13%	15%	4%	-1%
14	NC(=O)c1cccc(-c2cnc(N)c(C(=O)c3cccnc3)n2)c1	2%	3%	-11	13	1%	1%	-1%	5%
15	CCCCn1c(SCC(=O)Nc2nnc(CC)s2)nc2ccccc2c1=O	-8%	-1%	2	17	14%	16%	8%	13%
16	CC1CCN(S(=O)(=O)c2ccc3c(ccn3CCC(=O)NCc3ccccc3F)c2)CC1	.	.	-4	.	25%	-13%	.	?
17	CCC(c1nnnn1-c1ccc2c(c1)OCCO2)N1CCc2ccccc2C1 (stereo unspecified)	21%	13%	5	13	19%	8%	-23%	23%
18	O=C(N=Nc1c(O)[nH]c2ccc(Cl)cc12)c1cc(-c2cccs2)nc2ccccc12	-2%	-8%	-6	5	-16%	-10%	16%	.
19	CCN(c1cccc(C)c1)S(=O)(=O)c1ccc2c(c1)NC(=O)CS2	15%	5%	-3	-2	23%	3%	-15%	13%
20	O=C(O)CCCN1C(=O)/C(=C/c2ccc(-c3nc4ccccc4s3)o2)SC1=S	10%	-2%	-1	-82*	8%	1%	-7%	14%

Quoted at random: 2 entries already listed, in no set order.
entry	Molecule	aSyn yeast inh	EPAC2 ag	DRD3 agonist	D3 antag	TDP43 rescue	Abeta yeast res	EPAC2 antagonist	FUS yeast rescue
1	Cc1ccc(-c2cc(C(=O)N3CCOCC3)no2)cc1	-6%	7%	-6	0	24%	-20%	-6%	-4%
12	Cc1cc(-c2ccccc2)nc(N/N=C/c2ccc(N(C)C)cc2)n1	-12%	18%	-2	-1	14%	26%	-9%	10%

The listing continues.
entry	Molecule	aSyn yeast inh	EPAC2 ag	DRD3 agonist	D3 antag	TDP43 rescue	Abeta yeast res	EPAC2 antagonist	FUS yeast rescue
21	CCn1c(=O)n(CC)c2cc(NC(=O)CSc3ccc([N+](=O)[O-])cn3)ccc21	3%	-4%	14	18	-16%	2%	-2%	-3%
22	COc1cccc(N2CCN(C(=O)c3c4c(nc5ccccc35)C(=O)N(C3CCCCC3)C4)CC2)c1	.	.	4	.	15%	-13%	.	?
23	Cc1ccc(NC(=O)CN2CCN(C3CCCCC3)C(=O)C2=O)cc1C	.	.	-7	.	19%	-11%	.	-13%
24	O=C(CCCN1C(=O)S/C(=C\c2ccccc2)C1=O)NNC(=O)c1ccccc1O	1%	-1%	1	22	21%	-27%	6%	-9%
25	O=C1Nc2ccccc2Oc2cc([N+](=O)[O-])ccc21	4%	6%	11	19	.	1%	7%	28%
26	COc1ccc(-c2noc(CN3CCN(c4ccccc4F)CC3)n2)cc1OC	13%	27%	10	4	28%	-5%	-12%	15%
27	Cc1ccc(N(C(=O)CNC(=O)c2cccs2)C(C(=O)NC2CCCC2)c2ccncc2)cc1 (stereo unspecified)	0%	-17%	-2	11	-18%	-6%	17%	-16%
28	Cc1ccc(NC(=O)CSc2nnc(Cn3cnc4ccccc43)o2)c(C)c1	-1%	8%	-1	-12	23%	9%	-2%	17%
29	CC(=O)NC(=S)Nc1ccc(S(=O)(=O)N(C)Cc2ccccc2)cc1	3%	4%	-1	13	14%[9.22 µM]	-6%	-21%	26%
30	COC(=O)c1c(NC(=O)CN2CCN(c3ccccc3Cl)CC2)sc(C)c1C	-14%	10%	-1	-1	14%	-5%	0%	.
31	Cc1nc2sc(C(c3ccco3)N3CCN(c4ccc(F)cc4)CC3)c(O)n2n1 (stereo unspecified)	-2%	5%	-5	-23	-2%	-7%	0%	14%
32	CC(C)Oc1ccc(C(=O)CCN2CCOCC2)cc1	-7%	3%	-6	-6	-2%	-11%	5%	-27%
33	COc1ccc(S(=O)(=O)N(C)c2ccc(C(=O)Nc3ccccc3C(=O)N3CCOCC3)cc2)cc1	1%	0%	2	-15	22%	3%	-1%	.
34	O=C(Nc1cccc(C(F)(F)F)c1)c1cccnc1N1CCN(c2ccccc2)CC1	-3%	-4%	-19	-30	?	-31%	-22%	?
35	O=C1CN(C(=O)COC(=O)CNS(=O)(=O)c2ccccc2)c2ccccc2N1	-5%	9%	-13	-28	-3%	-11%	13%	7%
36	CCCCCCCCN1C(=O)[C@H](CC(=O)NCc2cccc3ccccc23)C[C@@]2(C(=O)OC)CC(C)(C)CC=C12	5%	-17%	3	9	18%	3%	-25%	25%
37	CCOc1c2ccc(C(=O)N[C@H](C)C3CCCCC3)cc2nn1CCOC	2%	3%	5	0	18%	-2%	10%	11%
38	COc1ccccc1CN1CCNC(=O)C1CC(=O)NCC1CCOCC1 (stereo unspecified)	6%	0%	-9	5	-40%[inhibitor]	-2%	10%	.
39	COC(=O)CN(C(=S)Nc1ccc(F)cc1)C1CC(=O)N(c2ccc(OC)cc2)C1=O (stereo unspecified)	25%	4%	3	-16	-34%[inhibitor]	-4%	-1%	19%
40	COc1ccc(C(C)(C)C)cc1NC(=O)c1c(C)noc1C	?	2%	0	-26	0%	4%	5%	3%
41	CCOC(=O)c1ccccc1NS(=O)(=O)c1cnn(CC)c1C	5%	-9%	6	12	?	9%	5%	4%
42	N#Cc1c(/N=C/c2ccc(-c3ccc(C(=O)O)c(Cl)c3)o2)sc2c1CCCC2	9%	6%	10	1	18%	-2%	-5%	.
43	C(=N\n1cnnc1)/c1ccccc1OCCOc1ccccc1	9%	10%	-1	4	-52%[inhibitor]	-14%	11%	12%
44	COc1cc(C(=O)N(Cc2ccco2)Cc2cc3ccccc3[nH]c2=O)cc(OC)c1OC	-8%	-5%	0	17	14%	-1%	-1%	16%
45	O=C(CCn1c(=S)oc2ccccc21)Nc1cccc(F)c1	2%	-10%	-8	7	-6%	17%	-20%	-2%
46	CN(C(=O)CSc1nnc(-c2ccccc2F)n1N)C1CCCCC1	0%	-3%	2	1	7%	2%	7%	.
47	CC(=O)NC1=C(C#N)C(c2ccccc2)c2c(ccc3ccccc23)O1 (stereo unspecified)	-8%	12%	-1	7	16%	-19%	-18%	29%
48	COc1ccc(Cn2cc(F)c(=O)n(CCC(C)C)c2=O)cc1[N+](=O)[O-]	0%	-18%	-2	?	2%	9%	-4%	9%
49	Cc1nn(Cc2ccc(F)cc2)c(C)c1NC(=O)c1noc2c1CCCCC2	7%	13%	8	12	7%	0%	-1%	22%
50	Cc1cc(NC(=O)CSc2nc(=O)cc(N)n2-c2ccc(C)c(C)c2)no1	-2%	8%	5	0	13%	4%	13%	18%
51	CCCNC(=O)c1c(C)nn(-c2cccc(C)c2)c1-n1cccc1	.	.	2	.	?	3%	.	6%
52	CC(=O)Nc1ccc(-c2c(C)cc3oc(=O)cc(-c4ccccc4)c3c2C)cc1	-21%	9%	12	100	?	-13%	-9%	?
53	Cc1nnsc1C(=O)N1CCCC(Nc2ccc(F)c(F)c2)C1 (stereo unspecified)	-2%	3%	-3	-16	17%	2%	3%	3%
54	CCCn1c(=NC(=O)c2c(-c3c(F)cccc3Cl)noc2C)c(C(=O)OCC)cc2c(=O)n3ccccc3nc21	.	.	-2	.	5%	-18%	.	5%
55	Cc1ccn2cc(-c3cccc(S(=O)(=O)N4CCCCC4)c3)nc2c1	-4%	7%	-1	-16	5%	-5%	-9%	1%
56	Cc1ccc(/C=C2\SC(=S)N(c3c(C)n(C)n(-c4ccccc4)c3=O)C2=O)cc1	-8%	9%	5	17	?	-39%[inhibitor]	2%	27%
57	Cc1cc(N2CCCCCC2)nc2ccccc12	-11%	4%	-4	-19	-15%	11%	6%	7%
58	Cc1ccc(OCC(=O)NCCN2CCCC2)cc1	-3%	11%	-1	-21	-14%	-2%	-17%	?
59	COc1ccc(C2CC(=O)c3cnc(NC(=O)c4ccco4)nc3C2)cc1 (stereo unspecified)	-4%	-2%	-4	-14	13%	8%	-5%	16%
